Bioassay records deposited in PubChem by The Scripps Research Institute Molecular Screening Center.
M5 PAM: potentiates acetylcholine response at human M5 receptor; AID 624038; CHO-K1 hM5, Fluo-8 calcium, ACh EC20 PAM; 0% = ACh EC20, 100% = ACh EC100; activation, % at 3 µM; P08912; 360,000 tested, 0.3% active;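 active = activation above the run cutoff, the mean activation of all test compounds plus 3 SD, cut at about 18% in these data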
Target sequence (P08912 whole entry, looked up): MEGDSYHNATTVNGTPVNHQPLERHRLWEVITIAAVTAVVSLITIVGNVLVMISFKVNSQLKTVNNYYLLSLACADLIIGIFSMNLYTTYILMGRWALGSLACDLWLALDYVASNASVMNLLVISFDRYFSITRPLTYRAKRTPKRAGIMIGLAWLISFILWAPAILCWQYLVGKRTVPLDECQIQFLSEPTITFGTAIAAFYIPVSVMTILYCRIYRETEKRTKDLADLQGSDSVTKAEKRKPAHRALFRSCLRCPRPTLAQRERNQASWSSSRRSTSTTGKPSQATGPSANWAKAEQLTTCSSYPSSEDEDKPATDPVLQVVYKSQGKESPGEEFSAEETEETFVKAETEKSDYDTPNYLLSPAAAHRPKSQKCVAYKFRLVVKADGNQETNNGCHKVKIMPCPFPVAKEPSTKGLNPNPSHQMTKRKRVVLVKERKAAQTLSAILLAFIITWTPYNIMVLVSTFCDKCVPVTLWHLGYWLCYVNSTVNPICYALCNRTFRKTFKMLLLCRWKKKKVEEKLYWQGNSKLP
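Assay system: CHO-K1 hM5 cells. Also added: acetylcholine at EC20 concentration, added after compound. Dosing: 3 µM, single dose. Times: compound preincubation 140 s before EC20 acetylcholine addition. Signal: Fluo-8 calcium fluorescence. Measure: % activation relative to EC20 and EC100 ACh responses. Repeats: singlicate, one well per test compound.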
CHRM4 PAM: positive allosteric modulators of human muscarinic M4 receptor; activation, % at 3 µM; 360,000 tested, 0.4% active; CHO-K1 hM4/Gqi5, Fluo-8 calcium fluorescence, ACh EC20; 0% = ACh EC20, 100% = maximal ACh; AID 624126;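 active = activation above its plate's cutoff, the mean activation of sample wells plus 3 SD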; also: some results filed as inactive read as strong as hits
Target sequence (P08173 whole entry, looked up): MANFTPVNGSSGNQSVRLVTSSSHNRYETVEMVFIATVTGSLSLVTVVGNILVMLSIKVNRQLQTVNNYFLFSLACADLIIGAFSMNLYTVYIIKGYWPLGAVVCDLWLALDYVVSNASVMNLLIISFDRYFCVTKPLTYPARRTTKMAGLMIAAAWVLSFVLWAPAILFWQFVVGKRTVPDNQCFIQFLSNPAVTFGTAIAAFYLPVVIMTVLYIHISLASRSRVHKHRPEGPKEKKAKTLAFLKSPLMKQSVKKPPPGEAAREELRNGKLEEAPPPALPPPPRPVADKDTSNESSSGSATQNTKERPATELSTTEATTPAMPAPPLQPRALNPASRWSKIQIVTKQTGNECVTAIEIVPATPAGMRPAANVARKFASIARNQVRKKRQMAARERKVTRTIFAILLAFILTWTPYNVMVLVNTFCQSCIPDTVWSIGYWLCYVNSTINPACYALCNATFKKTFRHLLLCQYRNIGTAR
CHO-K1 Ca antag: counter-screen for M1 antagonists: effect in parental CHO-K1 cells | ATP-induced calcium, Fluo-8 fluorescence | inhibition, % at 3 µM | AID 602250 | 360,000 tested, 0.6% active;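 active = inhibition above a per-plate cutoff, the plate's mean sample inhibition plus 3 SD, cut at about 24% in these data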;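 also: 0% = DMSO plus EC80 ATP and 100% = DMSO alone without ATP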
CHO-K1 Ca PAM: counter-screen for M1 PAMs: effect in parental CHO-K1 cells; activation, % at 3 µM; 360,000 tested, 0.02% active; ATP EC20, Fluo-8 calcium fluorescence; 0% at ATP EC20, 100% at ATP max;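 active = activation above the run cutoff, the mean activation of all test compounds plus 3 SD, cut at about 40% in these data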;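 also: peak over basal fluorescence ratio in a 140 s read after ATP addition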
CHRM4 antagonist: CHRM4 antagonism in calcium assay | AID 624125 | P08173 | inhibition, % at 3 µM | CHO-hM4 cells, ACh EC80, Fluo-8 calcium fluorescence | 360,000 tested, 0.73% active;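 active = inhibition above its plate's cutoff, the mean inhibition of sample wells plus 3 SD, cut at about 27% in these data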;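 also: 0% = acetylcholine EC80 with DMSO and 100% = DMSO without agonist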
M5 antag: blocks acetylcholine activation of human M5 receptor | P08912 | CHO-hM5 cells, Fluo-8 calcium fluorescence, ACh EC80 | inhibition, % at 3 µM | 360,000 tested, 0.59% active;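 active = inhibition above a per-plate cutoff, the mean of that plate's test compounds plus 3 SD, cut at about 27% in these data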;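 also: 0% = acetylcholine EC80 with DMSO and 100% = DMSO without agonist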
CHRM4 agonist: agonists of human muscarinic M4 receptor (CHRM4) | P08173 | CHO-K1 hM4/Gqi5, Fluo-8 calcium fluorescence; vehicle 0%, full acetylcholine response 100% | 360,000 tested, 0.14% active | activation, % at 3 µM | AID 624127;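 active = activation above the run mean over all test wells plus 3 SD, cut at about 32% in these data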;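 also: peak over basal fluorescence ratio per well then scaled between controls; 0% = DMSO wells and 100% = acetylcholine at EC100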
CHO-K1 Ca ag: nonselective activator or artifact in parental CHO-K1 cells; activation, % at 3 µM; AID 602248; 360,000 tested, 0.48% active; Fluo-8 calcium fluorescence; scaled to maximal ATP response, vehicle zero; in the data active = activation above about 15%;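 also: untransfected CHO-K1 host cells lacking M1 receptor as counterscreen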
CHRM5 agonist: CHRM5 agonism in calcium assay; activation, % at 3 µM; P08912; 360,000 tested, 0.19% active; CHO-K1 hM5 cells, Fluo-8 calcium fluorescence; 0% DMSO wells, 100% maximal acetylcholine response;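 active = activation above the run's mean over test compounds plus 3 SD, cut at about 23% in these data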;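 also: signal is peak over basal fluorescence ratio across the kinetic read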
Numbers without * were called inactive.

SMILES	M5 PAM	CHRM4 PAM	CHO-K1 Ca antag	CHO-K1 Ca PAM	CHRM4 antagonist	M5 antag	CHRM4 agonist	CHO-K1 Ca ag	CHRM5 agonist
COc1cc(C(=O)OCC(=O)NCc2ccco2)cc(OC)c1OC	9	7	-9	-5	-1	1	1	0.4	1
CC(=O)Nc1ccc(S(=O)(=O)N2CCC(NC(=O)c3ccccc3)CC2)cc1	3	-2	-10	9	-9	-1	1	0.2	2
COc1ccc(-c2noc(COC(=O)c3ccco3)n2)cc1OC	1	7	0	16	-9	6	2	1.1	1
Cc1ccc(C(=O)NNC(=O)Cc2nc3nc(C)cc(C)n3n2)cc1	7	10	-6	-11	0	-5	3	0.2	-1
Clc1ccccc1Cn1nnc(-c2cccs2)n1	-1	1	3	1	-6	4	0	0.3	-4
Cc1cc(Cl)ccc1C(=O)C1CCCN(C(=O)c2ccc3c(c2)OCO3)C1 (centres undefined)	-5	-6	7	-12	1	0	4	3.5	2
c1csc(-c2ccnc3ncnn23)c1	-4	2	-9	3	-1	14	1	0.5	-4
O=C(NNc1ncnc2c1cnn2-c1ccccc1)c1cccs1	-1	-3	-8	3	3	12	2	2.5	4
CN(C)CCC1c2ccc(Cl)cc2CCc2cccnc21 (centres undefined) (tested in a mixture with another compound)	-16	-17	-4	4	20	17	1	7.5	-1
Cc1ccc(C)c(NC2=CC(=O)CC(C)(C)C2)c1C#N	-23	0	4	0	0	5	4	1.4	-3
CC(C)NS(=O)(=O)c1ccc(CCC(=O)N2CCOCC2)cc1	4	-3	-14	-6	2	-5	1	1.1	-5
COc1ccc(CNC(=O)C2CC(c3cccc([N+](=O)[O-])c3)=NO2)cc1 (centres undefined)	7	-3	-10	16	-4	1	9	5.7	7
CCN1CCN(c2ccc(NC(=O)c3ccc(Cl)c(S(=O)(=O)N4CCCC4)c3)cc2)CC1	-37	-13	9	-19	48*	56*	8	3.5	-8
CCOc1ccc(NC(=O)Nc2cc(-c3ccccc3)sc2C(=O)OC)cc1	5	1	13	-6	12	-2	0	0.1	-2
Cc1c(Cl)cccc1NC(=S)NC1CC1	6	-6	-6	17	10	-9	0	0.4	-2
CN(C)CCCNC(=O)N1c2ccccc2C=Cc2ccccc21	-29	-16	-10	10	68*	72*	1	0.8	-22
CC1(C)Cc2c(sc3nc(-c4ccccc4)oc(=O)c23)CO1	-1	-4	-11	21	3	-3	0	1.4	-1
CCNc1nc(Oc2c(Cl)cccc2Cl)cc(C(F)(F)F)n1	-8	-4	-9	17	18	-3	-1	0.3	-1
Cc1nn(CC(=O)NC(=O)NC2CCCCC2C)c(=O)c(C#N)c1C (centres undefined)	-1	3	-16	8	-4	6	1	1.1	1
Cc1oc2ccc(O)cc2c1C(=O)c1ccc(Br)cc1	-8	-23	-2	4	-2	7	5	2.5	-1
O=C(Nc1ccc(Cl)cc1F)c1ccc(COc2c(F)c(F)c(F)c(F)c2F)o1	3	13	1	19	10	-4	-1	0.4	-7
O=C(NCC(c1ccco1)N1CCCC1)c1cccc(S(=O)(=O)Nc2ccc(F)cc2)c1 (centres undefined)	-8	1	-9	0	-1	0	5	3.2	-2
O=C(NCc1nc2ccccc2[nH]1)c1cccs1	-2	3	1	14	-15	1	0	0.5	0
Cc1cc(OCC(=O)OCC(=O)NC2CCCCCC2)ccc1Cl	-2	12	-3	15	0	5	2	0.8	3
CCCCOc1ccc(N(CC(=O)NC2CCCCC2)C(=O)c2snc(C(N)=O)c2N)cc1	3	-3	-9	7	5	5	1	0.8	-4

CHRM4 antagonist: entries above that show a hit
Molecule	M5 PAM	CHRM4 PAM	CHRM4 antagonist	M5 antag	CHRM4 agonist	CHRM5 agonist
CCN1CCN(c2ccc(NC(=O)c3ccc(Cl)c(S(=O)(=O)N4CCCC4)c3)cc2)CC1	-37	-13	48*	56*	8	-8
CN(C)CCCNC(=O)N1c2ccccc2C=Cc2ccccc21	-29	-16	68*	72*	1	-22

The list goes on:
SMILES	M5 PAM	CHRM4 PAM	CHO-K1 Ca antag	CHO-K1 Ca PAM	CHRM4 antagonist	M5 antag	CHRM4 agonist	CHO-K1 Ca ag	CHRM5 agonist
C=CCOc1cccc(C2C(C(=O)c3ccc(C)o3)=C(O)C(=O)N2CCN(C)C)c1 (centres undefined)	3	3	0	10	-11	-6	1	0.1	-3
O=C(c1ccccc1)N(C(=O)c1ccccc1)c1ccccc1	-5	6	-14	8	-28	3	3	0.4	0
O=C(Cc1ccccc1Cl)N/N=C/c1cccnc1	1	-1	0	-14	6	-5	1	0.1	-3
CC(OC(=O)CN1C(=O)C2CC=CCC2C1=O)C(=O)Nc1ccc(F)cc1Cl (centres undefined)	10	1	-7	13	2	-10	3	2.4	2
Cc1ccc(SCc2cc(=O)[nH]c(Nc3nc(C)c4ccc(C)cc4n3)n2)cc1	-3	0	-1	-6	-2	5	0	0.2	-1
CCN(c1ccccc1)S(=O)(=O)c1nnc(NC(=O)c2ccco2)s1	-5	7	10	-9	-1	-4	0	0.4	0
Cc1ccc(SCC(=O)OCC(=O)NCCc2ccccc2)cc1	3	7	-26	10	-7	7	1	0.1	-4
CC(=O)c1ccc(OC(=O)N(c2ccccc2)c2ccccc2)cc1	1	8	-6	-1	-11	-8	0	0.2	-6
Cc1ccc(S(=O)(=O)N(CC(=O)Nc2cccc(C)c2C)C(=O)N2CCN(C)CC2)cc1	1	2	-3	10	2	3	1	1.8	4
Cc1ccc(-c2noc(CCC(=O)NC3CC3)n2)cc1	-1	3	-21	-6	1	4	1	4.4	1
CCCn1c2c(c(O)c(C(=O)Nc3nc4ccccc4s3)c1=O)CCCC2	1	-1	-17	16	-9	5	2	-0.1	-4
CCCCC1=CC2=C(c3ccco3)C(=O)C(C)(OC(=O)c3ccc(OC)cc3)C(=O)C2=CN1C(CO)CO (centres undefined)	8	12	4	-1	-9	-14	3	-0.1	8
O=C1CC(=C(c2ccccc2)c2ccccc2)C(=O)N1CCCN1CCN(c2cccc(Cl)c2)CC1	-22	-22	-19	22	28*	3	-1	0.2	-8
O=C(Cc1ccccc1)NNC1CC(=O)N(c2ccc(Cl)cc2)C1=O (centres undefined)	-3	4	-15	12	1	5	1	0.8	0
CC(C)(C)c1ccc(S(=O)(=O)Nc2ccc(Cc3ccncc3)cc2)cc1	-16	-32	24*	8	16	16	16	11	3
CNS(=O)(=O)c1cnccc1N1CCN(C)CC1	-1	2	5	17	12	1	0	2.9	-3
Oc1ccc(CN2CCCCC2)nc1-c1ccccc1	4	-5	2	12	1	1	0	0.8	-13
O=C(Cn1c2[n+](c3ccc(C(F)(F)F)cc31)CCCCC2)c1cccc([N+](=O)[O-])c1	-5	0	-3	7	-3	5	0	-0.4	-5
O=C(Cc1c(Sc2ccccc2)c2ccccc2n1Cc1ccccc1)NCCO	-8	2	-9	11	-1	8	3	0.9	-1
Oc1cccnc1Sc1cccc(C(F)(F)F)c1	3	-4	0	-11	6	7	1	1.3	-7
CCOC(=O)c1cc2n(c1C)-c1ccccc1C2=O	-1	-1	-14	21	19	4	1	-0.1	0
Cc1ccc(C)n1-c1ccc(C(=O)NN)s1	7	7	-19	8	-3	4	0	0.2	3
C=CCn1c(=NC(=O)CN2C(=O)CCC2=O)sc2cc(S(N)(=O)=O)ccc21	3	1	9	-1	-6	-1	1	0.2	0
CCOC(=O)C1CCN(C(=O)COc2ccc(S(=O)(=O)N3CCCC3)cc2C)CC1	1	8	-9	25	-7	12	2	2.3	0
CC(C)NC(=O)CCn1c(=S)oc2ccccc21	-5	-1	12	-8	3	5	1	-0.3	-1
Additional records
SMILES	M5 PAM	CHRM4 PAM	CHO-K1 Ca antag	CHO-K1 Ca PAM	CHRM4 antagonist	M5 antag	CHRM4 agonist	CHO-K1 Ca ag	CHRM5 agonist
COc1ccc(S(=O)(=O)N2CCCCC2)cc1NC(=O)CSc1ncccn1	14	16	-13	-9	-4	-3	4	1.6	2
O=C(CNC(=O)c1ccco1)Nc1ccc(Cl)cc1	-1	0	-5	13	2	6	0	0.2	-4
CCOC(=O)c1[nH]c2ccc(F)cc2c1NC(=O)CN1CCN(C/C=C/c2ccccc2)CC1	-14	-12	-7	23	5	5	8	2.8	-4
CC1Oc2ccccc2N(CC(=O)NCCc2ccccc2)C1=O (centres undefined)	-5	18	-9	-8	-7	-2	1	-0.1	-4
CCCC(C(=O)NC1CCCC1)N(C(=O)c1snc(C(N)=O)c1N)c1ccc(OCC)cc1 (centres undefined)	11	-1	-16	20	1	-2	1	0.4	1
CCOc1cc(C2C(C#N)=C(N)OC(C)=C2C(C)=O)cc(Br)c1O (centres undefined)	0	2	-25	23	-1	0	7	3.0	0
Clc1ccc(-c2cn3cc(Br)ccc3n2)cc1Cl	-1	11	5	-8	0	4	0	-0.5	-1
CC(=O)Nc1ccc(NC(=O)CSc2nnnn2-c2ccc3c(c2)OCCO3)cc1	-4	14	-8	13	-5	5	0	-0.2	-4
COc1cc(C(=O)OCC(=O)NCC2CCCO2)cc(OC)c1OC (centres undefined)	10	17	2	11	-9	-10	1	1.2	4
C/C(=N\NC(=O)C(C)Nc1cccc(Cl)c1)c1ccc([N+](=O)[O-])cc1 (centres undefined)	-3	0	-9	12	-2	-1	0	0.0	-1
Cc1ccc(SCC(=O)OCC(=O)NCC2CCCCC2)cc1C	-1	-1	9	-16	7	6	1	0.5	-5
Cc1cc2oc(C(=O)Nc3ccc(S(=O)(=O)N4CCCC(C)C4)cc3)cc(=O)c2cc1Cl (centres undefined)	-4	3	-3	25	-6	1	0	4.0	-1
CN(Cc1ccc(F)cc1)C(=O)COc1ccccc1-c1ccccc1	-3	5	3	-6	0	1	1	-0.2	-5
COC(=O)c1ccc(NC(=O)C2CC(=O)N(c3cc(C)ccc3C)C2)cc1 (centres undefined)	-12	4	0	6	-1	6	5	1.1	-3
Cc1noc(C)c1S(=O)(=O)Nc1ccc2c(c1)C(=O)N([C@H](C)CO)C[C@H](C)[C@@H](CN(C)C(=O)NC(C)C)O2	0	1	-12	16	-5	-5	1	-0.1	1
C(=N\N1CCN(Cc2ccccc2)CC1)/c1ccc(-c2ccccc2)cc1	-2	12	8	-12	4	3	1	-0.6	-1
CC(C)CNC(=O)COC(=O)c1c2c(nc3ccccc13)/C(=C/c1cccs1)CC2	-9	-9	0	11	-7	8	1	0.6	-4
CC(C)=CC(=O)OCC(=O)Nc1cc(C)ccc1C	5	13	-19	18	-10	3	1	0.6	-1
Cc1c(C(=O)OCCOc2ccccc2)[nH]c2c1C(=O)CCC2	-15	-7	0	7	10	14	15	9.9	1
COc1ccc(OCC(=O)NNC(=O)C(=O)Nc2cc(OC)ccc2OC)cc1	2	-1	-6	-1	-10	-3	2	-0.4	-1
COc1ccc(/C=c2\sc3nc(=O)c(C)nn3c2=O)c(OC)c1	-2	0	-6	11	1	6	2	1.1	-4
COc1ccc(C2CC(c3c(-c4ccccc4)c4cc(Cl)ccc4[nH]c3=O)=NN2S(C)(=O)=O)cc1 (centres undefined)	12	12	-2	7	7	-1	0	0.2	-3
CCn1c(SCC(=O)c2ccccc2)nnc1-c1ccoc1C	0	10	6	1	-2	-11	1	-0.1	-7
O=C(COc1ccc(Br)cc1)N1CCN(c2ncccn2)CC1	-6	6	-10	6	5	5	4	1.6	3
CCCN1CCc2c(sc3nc(SCC)n(-c4ccccc4)c(=O)c23)C1	2	-9	-2	20	1	4	1	0.8	-5

Rows are unselected; 2.7% or so of the library scored in one or more.
